Tau fibril ThT – tau fibrillization inhibition (ThT binding); P10636; recombinant tau K18 P301L, heparin-induced fibrillization, ThT fluorescence; Potency, µM (series often up to 57.4 µM), for inactives: at the highest dose activity, negative = inhibition, most hits filed as inhibitors; actives 2.1% (n = 270,000); AID 1460; also: % is scaled to controls: 0 for no effect and ±100 for the full control effect; nearly all actives have a fitted effect of over 55% in size
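Heparin-induced (20 uM) aggregation of recombinant human K18 P301L tau, 15 uM unlabeled with 0.24 uM labeled, pH 7 acetate buffer, 6 hr at 37 C with compound. Fibrils quantified by 30 uM ThT fluorescence after 1 hr ambient incubation.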
TRb SRC2 PPI – disrupts binding of human TR beta to SRC2; P10828; TRbeta-SRC2 peptide binding, fluorescence polarization; receptor liganded with 1 µM T3; Potency, µM (highest dose often 106 µM), for the others: at the highest dose activity change, negative = inhibition, actives largely listed as inhibitors; actives 0.065% (n = 280,000); AID 1469;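 also: plate controls were bound peptide for no effect and peptide without receptor for full effect; nearly all actives have a fitted effect of over 50% in size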
Target sequence (P10828 whole entry, looked up): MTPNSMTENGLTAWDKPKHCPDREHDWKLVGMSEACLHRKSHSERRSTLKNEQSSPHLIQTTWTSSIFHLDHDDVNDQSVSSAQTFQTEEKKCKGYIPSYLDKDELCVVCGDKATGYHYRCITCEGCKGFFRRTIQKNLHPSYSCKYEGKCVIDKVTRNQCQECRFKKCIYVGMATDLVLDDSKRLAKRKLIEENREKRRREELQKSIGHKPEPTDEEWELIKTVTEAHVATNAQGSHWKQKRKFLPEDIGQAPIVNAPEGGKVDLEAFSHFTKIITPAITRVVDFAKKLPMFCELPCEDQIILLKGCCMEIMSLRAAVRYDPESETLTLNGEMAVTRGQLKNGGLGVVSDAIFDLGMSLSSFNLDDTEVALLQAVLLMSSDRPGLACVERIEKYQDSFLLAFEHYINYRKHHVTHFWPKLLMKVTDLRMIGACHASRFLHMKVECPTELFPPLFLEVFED
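Quantitative HTS by FP: 0.6 uM TRb LBD, 20 nM labeled SRC2 20-mer, 1 uM T3, 5% DMSO; 5 hr ambient incubation; % activity per concentration and potencies from concentration series.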
Tau FP inhib – inhibitors of human tau fibril formation; K18 P301L tau heparin fibrillization, Alexa594 FP, 6 h; actives 0.39% (n = 280,000); Potency, µM (top dose mostly 57.7 µM), for inactives: at the highest dose activity, negative = inhibition, actives largely listed as inhibitors; AID 1468; P10636; also: % is scaled to controls: 0 for no effect and ±100 for the full control effect; nearly all actives have a fitted effect of over 55% in size
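Recombinant K18 P301L […], labeled with Alexa 594 at 0.24 uM over 15 uM unlabeled; heparin inducer 20 uM final; 37 C, 6 hr; FP endpoint.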
RECQ1 helicase – RECQ1 (human) helicase inhibition; RECQ1 DNA unwinding, red fluorescence kinetic read; Potency, µM (highest dose often 57.3 µM), for inactives: at the highest dose activity, negative = inhibition, actives largely listed as inhibitors; P46063; actives 0.54% (n = 240,000);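 also: plate controls were vehicle for no effect and no enzyme for full effect; nearly all actives have a fitted effect of over 30% in size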
Target sequence (P46063 whole entry, looked up): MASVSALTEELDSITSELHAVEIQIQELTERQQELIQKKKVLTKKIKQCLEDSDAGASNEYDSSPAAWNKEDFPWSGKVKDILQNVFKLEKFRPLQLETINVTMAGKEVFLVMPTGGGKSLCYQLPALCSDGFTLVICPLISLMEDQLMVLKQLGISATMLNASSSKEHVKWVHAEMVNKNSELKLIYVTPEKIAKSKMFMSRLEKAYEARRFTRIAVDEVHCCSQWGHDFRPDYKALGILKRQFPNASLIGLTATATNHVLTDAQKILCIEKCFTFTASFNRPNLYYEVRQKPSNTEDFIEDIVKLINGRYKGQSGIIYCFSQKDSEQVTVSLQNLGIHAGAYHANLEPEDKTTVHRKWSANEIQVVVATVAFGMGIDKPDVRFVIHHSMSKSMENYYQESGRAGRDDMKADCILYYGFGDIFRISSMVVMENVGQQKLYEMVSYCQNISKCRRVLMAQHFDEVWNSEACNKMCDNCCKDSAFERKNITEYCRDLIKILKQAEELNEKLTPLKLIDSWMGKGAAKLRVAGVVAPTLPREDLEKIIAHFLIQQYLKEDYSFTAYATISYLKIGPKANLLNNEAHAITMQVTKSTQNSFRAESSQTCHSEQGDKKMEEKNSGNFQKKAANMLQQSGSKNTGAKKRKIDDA
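50 nM RECQ1T1 preincubated 15 min with compound in Tris pH 8.0 buffer with MgCl2, DTT, Tween-20 and 2.5 ug/ml poly(dI-dC); started with 200 nM TAMRA/BHQ-2 forked duplex and 2 mM ATP. Unwinding read as fluorescence (525/598 nm), two reads 2 h apart.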
L3MBTL1 inh – L3MBTL1 (human) inhibition. AlphaScreen L3MBTL1–H3K9me1 peptide binding. Q9Y468. actives 0.66% (n = 230,000). Potency, µM (titrated, usually from 57.1 µM), without a hit: top-dose activity, negative = inhibition, most hits filed as inhibitors; also: % is scaled to controls: 0 for no effect and ±100 for the full control effect; nearly all actives have a fitted effect of over 60% in size
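First, the protein-peptide complex forms for 30 min at room temperature (L3MBTL1 50 nM, biotinylated H3K9me1 peptide 75 nM). Next, compounds are pin-transferred and incubated 30 min. Finally, AlphaScreen beads are added and read after 30 min.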
TexasRed fluor – alters Texas Red total fluorescence, flagging assay interference; TRb/SRC2 Texas Red total fluorescence interference; Potency, µM (titrated, usually from 106 µM), inactives show at the top dose fluorescence change, negative = quenching; actives 0.29% (n = 280,000); AID 1479; active = well fitted curve in either direction with a large enough effect; inconclusive = small, poorly fitted or top-dose-only effect; also: % is scaled to controls: 0 for no effect and ±100 for the full control effect
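Human TRβ ligand-binding domain (0.6 uM) and Texas Red SRC2 peptide (20 nM) in Tris buffer with 1 uM T3 and 5% DMSO were incubated with pinned compound for 5 hr at ambient temperature. Total fluorescence was computed as S + 2P (555/632 nm).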
HTT ATP protect – cytoprotection in Huntington HTT-Q103 PC12 cell model. Potency, µM (doses to about 56.4 µM), inactives show cytoprotection (ATP increase), hits mostly activators. actives 0.14% (n = 230,000). PC12 HTT-Q103 induced, cytoprotection, ATP luminescence, 40 h;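 also: % of control where 0% means no effect; nearly all actives have a fitted effect of over 45% in size; toxic huntingtin expression switched on by the ecdysone agonist tebufenozide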
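Compounds added alongside 100 nM tebufenozide, which induces toxic Q103 huntingtin exon 1-GFP in stable PC12 cells; surviving cells quantified by luminescent ATP measurement. Medium: phenol red-free DMEM, 5% equine and 5% calf serum.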
Tau fluor cs – counter-screen for tau fibril formation inhibitors. tau K18 P301L Alexa594 fluorescence, heparin fibrillization. Potency, µM (titrated, usually from 57.7 µM), without a hit: at the top dose activity change, negative = decrease. actives 0.93% (n = 280,000). AID 1463; also: % is scaled to controls: 0 for no effect and ±100 for the full control effect; nearly all actives have a fitted effect of over 55% in size
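Human tau K18 P301L (15 uM unlabeled, 0.24 uM Alexa 594-labeled) in 100 mM sodium acetate pH 7 with 20 uM heparin, 6 hr at 37 C. ThT 30 uM added, 1 hr ambient; Alexa 594 FP and total fluorescence read at 555/632 nm.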
An asterisk follows results filed as active; & = joins results of further samples; [ ] = dose if it differs, or a comment. Unless noted, calls follow the shape of the dose curve; as a rule, active = well fitted curve in the direction sought with a large enough effect; inconclusive = small, poorly fitted or top-dose-only effect, or another doubt; inactive = no such curve, though single readings can be large; an effect the other way counts as inactive or inconclusive. Potency is read from the fitted curve at half-maximal effect. Only part of the results is shown; count on the stated rates, not on these rows.

Screening COCCCNC(=S)N/N=C/c1ccc(O)cc1 returned Tau fibril ThT -5%, TRb SRC2 PPI 2%, Tau FP inhib -2%, RECQ1 helicase -15%, L3MBTL1 inh -3%, TexasRed fluor 1%, HTT ATP protect -10%[10 µM] and Tau fluor cs -11%.
`CC(=O)C1=C(c2ccccc2)NC(=O)NC1c1ccc(O)c(O)c1` (configuration not stated) gave Tau fibril ThT inconclusive, TRb SRC2 PPI -7%, Tau FP inhib -9%, RECQ1 helicase -3%, L3MBTL1 inh inconclusive, TexasRed fluor -5%, HTT ATP protect 11%[10 µM] and Tau fluor cs -17%.
CCCCCCNC(=O)Cc1ccc(Br)cc1 was read as Tau fibril ThT -11%, TRb SRC2 PPI -2%, Tau FP inhib 1%, RECQ1 helicase 11%, L3MBTL1 inh 22%, TexasRed fluor 1%, HTT ATP protect -18%[10 µM] and Tau fluor cs -19%.
CC(=O)c1ccc(NC(=S)NNC(=O)c2ccccc2[N+](=O)[O-])cc1 was read as Tau fibril ThT inconclusive, TRb SRC2 PPI -2%, Tau FP inhib -8%, RECQ1 helicase inactive, L3MBTL1 inh -3%[11.4 µM], TexasRed fluor -8%, HTT ATP protect -6% and Tau fluor cs -10%.
For CCC(=O)NC(=S)Nc1ccc(NC(=O)c2ccco2)c(Cl)c1 the results were Tau fibril ThT 6%, TRb SRC2 PPI 3%, Tau FP inhib 7%, RECQ1 helicase inactive, L3MBTL1 inh 39%[activator], TexasRed fluor 0%, HTT ATP protect -15% and Tau fluor cs 4%.
Screening O=c1cc(N2CCCCCC2)[nH]c(=O)n1-c1ccc(Cl)cc1 returned Tau fibril ThT 4%, TRb SRC2 PPI -7%, Tau FP inhib 0%, RECQ1 helicase -8%, L3MBTL1 inh 7%, TexasRed fluor 1%, HTT ATP protect -7%[10 µM] and Tau fluor cs 8%.
Screening Cn1c(SCc2nc(-c3ccc(Cl)cc3)no2)nnc1-c1ccco1 returned Tau fibril ThT -17%, TRb SRC2 PPI 6%, Tau FP inhib -2%, RECQ1 helicase -7%, L3MBTL1 inh -6%, TexasRed fluor 1%, HTT ATP protect -2% and Tau fluor cs -8%.
For C=CCn1c(NCCc2ccccc2)nc2c1c(=O)n(C)c(=O)n2C the results were Tau fibril ThT -6%, TRb SRC2 PPI -24%, Tau FP inhib 6%, RECQ1 helicase -10%, L3MBTL1 inh -3%, TexasRed fluor 1%, HTT ATP protect 11%[10 µM] and Tau fluor cs -9%.
For COc1ccc(-n2nc3c(c2NC(=O)c2ccc(N4C(=O)CCC4=O)cc2)CSC3)cc1 the results were Tau fibril ThT -8%, TRb SRC2 PPI -3%, Tau FP inhib 0%, RECQ1 helicase -2%, L3MBTL1 inh -24%, TexasRed fluor -4%, HTT ATP protect -20% and Tau fluor cs 0%.
`COc1ccc(CNCc2cc3c(C(C)(C)C)nn(-c4ccccc4)c3[nH]c2=O)cc1` gave Tau fibril ThT -16%, TRb SRC2 PPI 10%, Tau FP inhib -3%, RECQ1 helicase -1%, TexasRed fluor 0%, HTT ATP protect -33% and Tau fluor cs -23%.
Screening Cc1cc(N2CCN(C)CC2)nc2ccc(NC(=O)Nc3ccc(F)cc3)cc12 returned Tau fibril ThT inconclusive, TRb SRC2 PPI 4%, Tau FP inhib inconclusive, TexasRed fluor -3% and Tau fluor cs inconclusive.
For Cc1cccc(N2CCN(c3nc4ccccc4c4nnc(C)n34)CC2)c1C the results were Tau fibril ThT inconclusive, TRb SRC2 PPI -1%, Tau FP inhib -9%, TexasRed fluor -3% and Tau fluor cs -16%.
`Cn1c(-c2ccc[nH]c2=O)nc2cc(Cl)ccc21` gave Tau fibril ThT -4%, TRb SRC2 PPI 0%, Tau FP inhib -3%, RECQ1 helicase -4%, L3MBTL1 inh -5%, TexasRed fluor -2%, HTT ATP protect -20% and Tau fluor cs -5%.
`Cc1ccc(S(=O)(=O)Nc2cnn(-c3ccccc3)c(=O)c2Cl)cc1` gave Tau fibril ThT 7%, TRb SRC2 PPI -3%, Tau FP inhib -13%, RECQ1 helicase -6%, L3MBTL1 inh 40%[activator], TexasRed fluor -8%, HTT ATP protect 6%[10 µM] and Tau fluor cs 6%[2.34 µM].
`Cc1cc(C)cc(NC(=O)COC(=O)CCCNC(=O)c2ccc(Cl)cc2)c1` gave Tau fibril ThT -8%, TRb SRC2 PPI -5%, Tau FP inhib -11%, RECQ1 helicase -17%, L3MBTL1 inh 5%, TexasRed fluor 1%, HTT ATP protect -2%[10 µM] and Tau fluor cs -24%.
`O=C(NC1=NCCS1)c1sc2cc(F)ccc2c1Cl` gave Tau fibril ThT 2%, TRb SRC2 PPI 1%, Tau FP inhib -3%, RECQ1 helicase -10%, L3MBTL1 inh 9%, TexasRed fluor 1%, HTT ATP protect 1%[10 µM] and Tau fluor cs -1%.
Screening O=C1NC(=O)c2cc(Nc3ccc(F)cc3)c(Nc3ccc(F)cc3)cc21 returned Tau fibril ThT 13µM*, TRb SRC2 PPI 2%&1%, Tau FP inhib -5%, RECQ1 helicase -17%&-14%, TexasRed fluor 2%&0% and Tau fluor cs 14µM*[quencher].
O=C(c1cc(C(=O)c2ccco2)cc(C(=O)c2ccco2)c1)c1ccco1 was read as Tau fibril ThT -3%, TRb SRC2 PPI inconclusive, Tau FP inhib -9%, RECQ1 helicase 35µM*, L3MBTL1 inh -9%, TexasRed fluor -12%, HTT ATP protect 20%[10 µM] and Tau fluor cs -7%.
For Cc1ccc(CSc2nnc(-n3c(=O)c(C#N)cc4c(=O)n5cc(C)ccc5nc43)s2)cc1 the results were Tau fibril ThT 6%, TRb SRC2 PPI 2%, Tau FP inhib -2%, TexasRed fluor -2% and Tau fluor cs inconclusive.
For Cc1ccc(C)n1-c1ccc2c(c1)COC2=O the results were Tau fibril ThT -11%, TRb SRC2 PPI 9%, Tau FP inhib -3%, RECQ1 helicase -1%, L3MBTL1 inh -2%, TexasRed fluor 2%, HTT ATP protect -20% and Tau fluor cs -4%.
Screening Cc1c(NS(=O)(=O)c2ccc3nc(COc4ccccc4Cl)[nH]c3c2)c(=O)n(-c2ccccc2)n1C returned Tau fibril ThT -6%, TRb SRC2 PPI -4%, Tau FP inhib -2%, RECQ1 helicase -3%, L3MBTL1 inh -2%, TexasRed fluor -1%, HTT ATP protect -55%[inhibitor] and Tau fluor cs -8%.
CC(=O)N1Cc2ccccc2C(C)CC12CCCC2 (configuration not stated) was read as Tau fibril ThT -2%, TRb SRC2 PPI -5%, Tau FP inhib 0%, RECQ1 helicase -1%, L3MBTL1 inh -4%, TexasRed fluor 3%, HTT ATP protect -4%[1.9 µM] and Tau fluor cs -7%.
O=C(Nc1ccc(Cl)cc1)/C(=C1\CCCN1)[N+](=O)[O-] was read as Tau fibril ThT 2%, TRb SRC2 PPI -1%, Tau FP inhib -11%, RECQ1 helicase 19%, L3MBTL1 inh 5%, TexasRed fluor -1%, HTT ATP protect 19%[10 µM] and Tau fluor cs 1%.
Screening Cc1ccccc1Cn1c(=O)n(Cc2ccco2)c(=O)c2ccccc21 returned Tau fibril ThT -6%, TRb SRC2 PPI 2%, Tau FP inhib 2%, RECQ1 helicase -1%, TexasRed fluor -2%, HTT ATP protect -10% and Tau fluor cs -12%.
CCOC(=O)c1cc2sc(C)cc2n1CC(=O)N1CCOCC1 was read as Tau fibril ThT 5%, TRb SRC2 PPI 1%, Tau FP inhib 7%, RECQ1 helicase 3%, L3MBTL1 inh 5%, TexasRed fluor -6%, HTT ATP protect -8%[10 µM] and Tau fluor cs 8%.
For COc1ccc(CN(Cc2cccnc2)C(=S)NCCc2ccccc2)cc1OC the results were Tau fibril ThT 9%, TRb SRC2 PPI -2%, Tau FP inhib 1%, RECQ1 helicase inactive, L3MBTL1 inh 15%, TexasRed fluor -8%, HTT ATP protect -28% and Tau fluor cs -5%.
`Cc1ccc(-c2nnc(Nc3cccc(O)c3)c3ccccc23)cc1S(=O)(=O)N1CCN(C)CC1` gave Tau fibril ThT -10%, TRb SRC2 PPI 5%, Tau FP inhib 6%, TexasRed fluor -3% and Tau fluor cs inconclusive.
For CCN1CCc2c(C#N)c(N3CCCCC3)nc(N3CCOCC3)c2C1 the results were Tau fibril ThT 6%, TRb SRC2 PPI 7%, Tau FP inhib 4%, RECQ1 helicase -3%, L3MBTL1 inh -10%, TexasRed fluor 1%, HTT ATP protect -16% and Tau fluor cs 0%.
`CC1(C)CC(NC(=O)C(Cl)(Cl)Cl)CC(C)(C)N1` gave Tau fibril ThT 6%, TRb SRC2 PPI 1%, Tau FP inhib 5%, RECQ1 helicase -15%, L3MBTL1 inh 9%, TexasRed fluor -1%, HTT ATP protect 6%[0.074 µM] and Tau fluor cs 12%.
Screening Cc1ccc(NC(=O)CSc2nnc(COc3ccccc3C)o2)cc1 returned Tau fibril ThT -10%, TRb SRC2 PPI 4%, Tau FP inhib -2%, RECQ1 helicase 8%, L3MBTL1 inh -4%, TexasRed fluor -5%, HTT ATP protect 1%[10 µM] and Tau fluor cs 5%[2.34 µM].
For O=C(N/C(=C\c1ccc([N+](=O)[O-])cc1)C(=O)N1CCCCC1)c1ccccc1Br the results were Tau fibril ThT 1%, TRb SRC2 PPI 3%, Tau FP inhib 2%, RECQ1 helicase inactive, L3MBTL1 inh -1%, TexasRed fluor 0% and Tau fluor cs -5%.
`CN1CCCN(S(=O)(=O)c2ccc(Cl)c(Cl)c2)CC1` gave Tau fibril ThT -3%, TRb SRC2 PPI -3%, Tau FP inhib -7%, RECQ1 helicase -15%, L3MBTL1 inh -1%, TexasRed fluor -2%, HTT ATP protect -38%[inhibitor] and Tau fluor cs -6%.

High-throughput results (PubChem BioAssay)
